MITF inh = human MITF inhibition, primary screen; AID 1259374; inhibition, % at 2.6 µM; actives 0.91% (n = 650,000); AlphaScreen MITF homodimerization, bead proximity signal; O75030; in the data active = inhibition above about 50%;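 note: 0% = vehicle wells with protein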
FBW7 activator = human FBW7 E3 ligase activation, primary screen. AlphaScreen FBW7–phospho-cyclin E peptide binding, activator screen. actives 0.13% (n = 650,000). normalized activity (activation), % at 26.1 µM; in the data active = normalized activity above about 1.9%;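 note: purified mutant Fbw7 with reduced substrate affinity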
Target sequence (Q969H0 whole entry, looked up): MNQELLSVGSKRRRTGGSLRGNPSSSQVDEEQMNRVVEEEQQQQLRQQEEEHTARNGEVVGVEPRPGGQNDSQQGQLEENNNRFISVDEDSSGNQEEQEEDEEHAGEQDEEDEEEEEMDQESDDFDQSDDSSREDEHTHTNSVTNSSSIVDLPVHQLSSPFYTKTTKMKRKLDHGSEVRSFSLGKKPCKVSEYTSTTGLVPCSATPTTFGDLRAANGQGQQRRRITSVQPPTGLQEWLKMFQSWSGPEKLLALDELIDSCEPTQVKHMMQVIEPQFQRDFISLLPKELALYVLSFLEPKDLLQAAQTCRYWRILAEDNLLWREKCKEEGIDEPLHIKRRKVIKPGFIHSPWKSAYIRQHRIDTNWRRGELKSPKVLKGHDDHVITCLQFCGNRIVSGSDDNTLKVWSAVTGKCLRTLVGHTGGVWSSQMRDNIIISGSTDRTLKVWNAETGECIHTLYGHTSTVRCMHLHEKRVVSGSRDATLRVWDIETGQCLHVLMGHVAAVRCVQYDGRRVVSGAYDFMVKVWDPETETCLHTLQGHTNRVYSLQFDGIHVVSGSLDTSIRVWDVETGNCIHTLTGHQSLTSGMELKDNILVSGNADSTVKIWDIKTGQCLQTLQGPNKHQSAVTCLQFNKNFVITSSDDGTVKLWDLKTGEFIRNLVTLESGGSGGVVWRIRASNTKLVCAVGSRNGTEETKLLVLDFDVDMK
TEAD-YAP block = TEAD-YAP interaction inhibition; HEK-TIYL cells, TEAD-Gal4/YAP UAS-luciferase luminescence; AID 1259422; inhibition, % at 9.12 µM; actives 1.4% (n = 640,000); in the data active = inhibition above about 32%;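 note: 0% = median of test compound wells and 100% = reference inhibitor wells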
GPR151 ag = activators of human GPR151 | Q8TDV0 | PathHunter beta-arrestin GPR151 cells, luminescence | activation, % at 11.2 µM | actives 1% (n = 650,000) | AID 1508602; in the data active = activation above about 4.9%;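 note: 0% = median of compound wells and 100% = cells with positive control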
* marks the source's active call; other numbers are inactive results.

SMILES | MITF inh | FBW7 activator | TEAD-YAP block | GPR151 ag
CC(O)CNc1ncnc(N)c1[N+](=O)[O-] (centres undefined) | 1 | -0.2 | 3 | 1.3
CSCC(=O)NCc1c(C)ncc2c1CCN(C(=O)Cc1csc(C)n1)C2 | -8 | -0.2 | -6 | 0.7
CN1CCN(C(=O)C2CCN(S(=O)(=O)c3ccc(F)cc3)CC2)CC1 | 11 | 0.1 | 8 | 0.4
CCn1c2cc(C)sc2c2cnn(CC(=O)N3CCC(C(N)=O)CC3)c(=O)c21 | 4 | -0.1 | -21 | -0.7
CCOc1ccc2nc(SCC(=O)Nc3ccccc3-c3ccccc3)sc2c1 | 3 | 0.6 | 4 | -1.8
COC(=O)c1ccc(NS(=O)(=O)c2ccc3ccccc3c2)cc1 | -8 | -0.1 | -4 | 0.2
CN(Cc1ccccc1)S(=O)(=O)c1ccc(NC(=O)c2ccc(Br)o2)cc1 | 4 | 0.0 | 16 | 0.8
CCCNS(=O)(=O)c1ccc(C(C)=O)cc1 | 12 | 0.1 | 5 | 0.0
CCNc1nc(NCC)nc(NS(=O)(=O)c2ccc(N)cc2)n1 | 5 | 0.2 | 5 | -0.2
CC(SC1=NN2CCCC(=O)N=C2S1)c1ccccc1 (centres undefined) | -2 | -0.2 | -43 | 1.1
COc1ccc(C2CC(C(F)(F)F)n3nc(C(=O)Nc4cc(C)cc(C)c4)cc3N2)cc1OC (centres undefined) | -1 | 0.0 | 0 | 2.2
Cc1ccc(CN2CCN(CC(=O)NCc3cccnc3)C2=O)cc1 | -9 | 0.1 | 9 | 0.7
COc1cc2nc(SCC(=O)NCc3ccccc3)n(Cc3ccc(Cl)cc3)c(=O)c2cc1OC | 0 | 0.1 | 4 | -0.1
COc1ccc(NC(=O)CN2C(=O)NC3(CCCCC3C)C2=O)cc1Cl (centres undefined) | 9 | 0.0 | 13 | 2.3
COC(=O)C1(C(F)(F)F)N=C(C2CCCCC2)OC(N(C)C)=N1 (centres undefined) | 4 | 0.3 | 10 | -0.2
N#C/C(=C/c1ccoc1)c1nc(-c2ccc(C3CCCCC3)cc2)cs1 | -2 | 0.4 | 2 | 0.9
COc1ccccc1NC(=S)N1CCC(NC(=O)C(C)(C)C)CC1 | -8 | 0.0 | -8 | 0.7
Cn1nccc1Nc1nc(NCCCN2CCCC2=O)c2ncn(C3CCCCC3)c2n1 | 2 | 0.1 | 7 | 1.4
O=C(CSc1ccc2nnc(-c3ccncc3)n2n1)Nc1nc2ccccc2s1 | 14 | 0.3 | 6 | -1.8
CCC1CN(Cc2ccccn2)Cc2ccc(Cl)cc2O1 (centres undefined) | -12 | -0.3 | 3 | 0.0
C/C(=N\NS(=O)(=O)c1ccccc1)c1ccccn1 | 15 | 0.4 | 3 | -0.3
O=C(Nc1cccc(N2CCC(N3CC4CCCC3C4)CC2)c1)c1cccnc1 (centres undefined) | 14 | 0.1 | -4 | -0.4
CC(C)(C)c1ccc(S(=O)(=O)N2CCN(Cc3cc4c(cc3O)OCO4)CC2)cc1 | 6 | 0.0 | 2 | -1.2
CN(C)c1cccc(C(=O)N2CCN(c3cccc(Cl)c3)CC2)c1 | 27 | 0.2 | 32* | -2.1
O=C1CCCC2=C1C(c1cccc(OCc3ccccc3)c1)Nc1ccc(C(=O)c3ccccc3)cc1N2 (centres undefined) | -7 | -0.1 | -4 | -0.6

Three entries already listed, sorted by molar mass, rising:
SMILES | MITF inh | FBW7 activator | TEAD-YAP block | GPR151 ag
CC(SC1=NN2CCCC(=O)N=C2S1)c1ccccc1 (centres undefined) | -2 | -0.2 | -43 | 1.1
CCNc1nc(NCC)nc(NS(=O)(=O)c2ccc(N)cc2)n1 | 5 | 0.2 | 5 | -0.2
CN(C)c1cccc(C(=O)N2CCN(c3cccc(Cl)c3)CC2)c1 | 27 | 0.2 | 32* | -2.1

The list goes on:
SMILES | MITF inh | FBW7 activator | TEAD-YAP block | GPR151 ag
COc1ccc(NC(=O)CN2C(=O)C(c3ccc(C)cc3)=NC23CCCCC3)cc1 | 3 | 0.0 | 11 | -1.9
OC1CCN(c2cc(-c3cccnc3)nc(-c3ccncc3)n2)CC1 | 7 | -0.1 | -19 | -1.8
O=C(O)c1cccnc1SCC(=O)N1CCCc2ccccc21 | -6 | 0.0 | 4 | 1.7
CCc1ccc(CN2CCN(S(=O)(=O)CC)CC2)cc1 | 51* | -0.3 | -9 | 3.3
Cc1ccccc1N1C(=O)c2ccc(C(=O)c3ccc4c(c3)C(=O)N(c3ccccc3C)C4=O)cc2C1=O | 8 | -0.1 | -9 | 0.5
CCc1nn(CC(=O)NC2CCCC2)c(=O)c2cc3oc(C)cc3n12 | -10 | 0.6 | -4 | -1.2
CC(C)n1cnc2c(NCc3ccccc3)nc(Nc3ccc4ncccc4c3)nc21 | 9 | -0.1 | 2 | 0.3
Cn1cnc2cc(NCc3cccc(Br)c3)ccc21 | 20 | 0.1 | -25 | 3.0
CCCSCCCNC(=O)Cn1nc(C)n2cccc2c1=O | 8 | 0.2 | 0 | -2.6
Cn1nnnc1SC(c1ccccc1)c1ccccc1 | 7 | -0.1 | -11 | 1.4
Cc1sc2ncnc(SCC(=O)Nc3ccc(F)c([N+](=O)[O-])c3)c2c1C | 10 | 0.3 | 11 | -1.0
C=CCN1C(=O)C(NC(=O)c2ccccc2)(C(F)(F)F)N=C1c1ccccc1 (centres undefined) | 7 | 0.0 | 5 | 1.9
COC(=O)N1CCN(S(=O)(=O)c2ccc(F)cc2)CC1 | -5 | -0.1 | 5 | 0.3
Cc1cc(-c2cncnc2C2CCN(C(=O)c3cnsc3)CC2)on1 | 11 | 0.2 | 2 | 1.3
CCCCSc1nnc2c(n1)OC(c1cc(OC)ccc1OC(C)=O)N(C(C)=O)c1ccccc1-2 (centres undefined) | 8 | 0.0 | -8 | -0.7
O=c1ccc2cc(S(=O)(=O)NCc3ccccn3)ccc2[nH]1 | 3 | 0.1 | -1 | -0.5
CC(C)[N+](C)(C)CCCCC[N+](C)(C)C(C)C | 0 | -0.1 | 8 | 0.3
Cn1nnnc1Sc1ccc(S(=O)(=O)N2CCOCC2)cc1[N+](=O)[O-] | 2 | -0.1 | 5 | 1.1
CC1CN(C2=NC(=O)/C(=C3/C(=O)N(Cc4ccc(F)cc4)c4ccccc43)S2)CC(C)O1 (centres undefined) | 16 | -0.1 | 2 | 0.7
Cc1cc(Cl)ccc1NC(=O)Cn1cnc2sc3c(c2c1=O)CCCC3 | 7 | 0.1 | -2 | -1.5
Cc1ccc(OCC(=O)Nc2ccc(NC(=O)c3ccco3)c(C)c2)cc1 | -4 | 0.4 | 2 | 2.7
COc1ccccc1CC(=O)N1CC[C@@H]2[C@H](CCCN2C(=O)C2=CCCC2)C1 | 18 | 1.0 | -4 | 1.5
Cn1ccnc1SCC(=O)NCCc1ccccc1 | -15 | 0.0 | -3 | -0.3
Cc1ccc(S(=O)(=O)N2CCC[C@H]2C(=O)OCC(=O)c2ccc(Cl)s2)cc1 | 0 | -0.1 | 0 | 0.9
O=C(O)CNS(=O)(=O)c1ccc(Cl)cc1 | -12 | -0.1 | 8 | 2.2

Looked up above:
`CCCSCCCNC(=O)Cn1nc(C)n2cccc2c1=O` | GPR151 ag: -2.6
`COc1cc2nc(SCC(=O)NCc3ccccc3)n(Cc3ccc(Cl)cc3)c(=O)c2cc1OC` | TEAD-YAP block: 4
`Cc1ccccc1N1C(=O)c2ccc(C(=O)c3ccc4c(c3)C(=O)N(c3ccccc3C)C4=O)cc2C1=O` | FBW7 activator: -0.1
`COc1ccccc1NC(=S)N1CCC(NC(=O)C(C)(C)C)CC1` | GPR151 ag: 0.7
`O=C1CCCC2=C1C(c1cccc(OCc3ccccc3)c1)Nc1ccc(C(=O)c3ccccc3)cc1N2` (centres undefined) | FBW7 activator: -0.1

Shown in markdown: part of the list above.
| Structure | MITF inh | FBW7 activator | TEAD-YAP block | GPR151 ag |
| --- | --- | --- | --- | --- |
| O=c1ccc2cc(S(=O)(=O)NCc3ccccn3)ccc2[nH]1 | 3 | 0.1 | -1 | -0.5 |
| CC(C)[N+](C)(C)CCCCC[N+](C)(C)C(C)C | 0 | -0.1 | 8 | 0.3 |
| Cn1nnnc1Sc1ccc(S(=O)(=O)N2CCOCC2)cc1[N+](=O)[O-] | 2 | -0.1 | 5 | 1.1 |

(further entries)
SMILES | MITF inh | FBW7 activator | TEAD-YAP block | GPR151 ag
OC(COc1ccccc1Cl)Cn1c2ccccc2c2ccccc21 (centres undefined) | 13 | 0.1 | -4 | 0.2
COc1ccc(N2CC(C(=O)NCc3ccccc3C)CC2=O)cc1 (centres undefined) | 11 | -0.1 | 1 | 1.0
CCCCCCc1cc2cc(-c3csc(Nc4ccccc4F)n3)c(=O)oc2cc1O | -1 | -0.1 | -8 | 0.2
NC(=O)c1sc2ncc3c(c2c1N)CCCC3 | -10 | 0.6 | 5 | -4.7
C=CCOc1ccc(C(=O)N(Cc2ccc(Cl)cc2)C2CCS(=O)(=O)C2)cc1 (centres undefined) | 1 | -0.1 | -15 | 0.0
COC(=O)c1ccc(Nc2nnc(C)c(=O)[nH]2)cc1 | 8 | -0.1 | -8 | 1.0
CCc1ccc(C2=NN(CCC(=O)NCc3ccco3)C(=O)CC2)cc1 | 3 | 0.1 | 0 | 0.5
CCc1ccc(C2C(C#N)=C(SCC(N)=O)NC(C)=C2C(C)=O)cc1 (centres undefined) | -10 | 0.0 | 4 | 0.7
COc1ccc(NC(=O)c2cc3c(=O)n4cccc(C)c4nc3n2C)cc1OC | 9 | 0.5 | 11 | 1.0
O=C1c2ccccc2C(=O)N1CC1c2ccccc2CCN1C(=O)C12CC3CC(CC(C3)C1)C2 (centres undefined) | 4 | 0.1 | 11 | -0.4
Cc1ccc(N2CCN(c3nc4ccccc4n4cnnc34)CC2C)cc1 (centres undefined) | 13 | 0.1 | 3 | -0.8
COCCCNC(=O)c1ccc(CNS(=O)(=O)c2ccc(F)cc2)cc1 | 5 | 0.1 | 10 | -0.4
COC(=O)CNc1c(-c2ccccc2)nc2ccc(Br)cn12 | -2 | 0.0 | -7 | 0.9
CCC(c1nnnn1CCC(C)C)N1CCN(CC)CC1 (centres undefined) | 1 | -0.2 | 4 | -0.8
O=C(Nc1nc2nccc(-c3ccccc3)n2n1)c1ccccc1 | 6 | 0.0 | -54 | -0.4
CSCCOC(=O)c1[nH]c2c(c1C)C(=O)CC(c1ccccc1)C2 (centres undefined) | -2 | 0.1 | 45* | 2.1
Cc1ccc(C)c(NC(=S)N(CCCN2CCCC2)Cc2cccs2)c1 | -10 | 0.1 | 1 | -0.8
CC(C)c1ccc(C(=O)NCc2ccccc2)cc1 | 1 | 0.1 | -39 | -1.3
COc1ccc(N2CCN(c3ncnc4sc(C(=O)N(C)Cc5ccccc5)c(C)c34)CC2)cc1 | 1 | -0.4 | -16 | 0.0
Cn1ncc(Cl)c1C(=O)Nc1sc2c(c1C#N)CCCC2 | 0 | -0.1 | -6 | 0.5
CN1CCN(C(c2ccccc2Cl)c2nnnn2CCc2ccccc2)CC1 (centres undefined) | -2 | 0.0 | 5 | -0.5
COc1cccc(OC)c1C(=O)N1C[C@@H]2C[C@H]1C(=O)N2c1ccccc1Cl | 16 | 0.1 | 33* | -1.1
CC(CCc1ccccc1)NC(=O)C(=O)NCc1ccco1 (centres undefined) | 14 | 0.0 | 13 | -0.4
COc1ccc(C(=O)NC(=S)Nc2cc([N+](=O)[O-])ccc2F)cc1 | 7 | -0.1 | -6 | 2.6
CCOC(=O)c1ccccc1NC(=O)C(C)N(c1ccccc1)S(C)(=O)=O (centres undefined) | 7 | 0.1 | 7 | -0.5
New compounds follow.
SMILES | MITF inh | FBW7 activator | TEAD-YAP block | GPR151 ag
Cc1ccc([N+](=O)[O-])cc1NC(=O)/C=C/c1ccc(O)cc1 | 9 | 0.1 | -7 | -1.1
CC(SCc1ccccc1)C(=O)Nc1ccc(C(N)=O)cc1 (centres undefined) | 21 | 0.1 | -1 | 0.6
O=C1NC2(CCN(S(=O)(=O)c3cccs3)CC2)Oc2ccccc21 | 12 | 2.0* | 16 | -1.3
Cc1ccccc1-c1nnc(NC(=O)C23CC4CC(CC(C4)C2)C3)s1 | -2 | 0.0 | 0 | -0.9
Cc1cc(Br)cc(C)c1OCC(=O)Nc1ccc(S(=O)(=O)N(C)C)cc1 | -4 | 0.1 | 9 | 2.2
COc1ccc(-c2nc(-c3ccccc3)c(-c3ccc(F)cc3)[nH]2)cc1 | 32 | -0.1 | 3 | -1.3
O=C(NNC(=S)Nc1ccc(F)cc1F)c1cc(O)ccc1O | 2 | 0.1 | -16 | -1.5
Cn1cccc1Cc1nnc(SCC(N)=O)n1-c1ccc(Cl)cc1 | 12 | 0.1 | 5 | -1.6
COc1ccc(C2=C/C(=C\c3ccc(OC(C)=O)cc3)C(=O)O2)cc1 | 3 | -0.2 | -1 | -0.1
CN(C)c1ccc(NC(=O)CC2Sc3ccc(C(F)(F)F)cc3NC2=O)cc1 (centres undefined) | -2 | 0.0 | -1 | 0.5
CCOC(=O)c1c(NC(=O)CSCC(=O)Nc2ccccc2)sc2c1CCCC2 | 14 | 0.0 | 6 | 2.3
Cc1ccc(C(=O)O/N=C(/N)c2nonc2N)cc1 | 20 | 0.8 | 0 | -0.9

Source: PubChem
